Source: PubChem BioAssay (several laboratories)
CHRM5 agonist: agonists of human muscarinic M5 receptor (CHRM5). 0.19% of 360,000 active. CHO-K1 hM5 cells, Fluo-8 calcium fluorescence; 0% DMSO wells, 100% maximal acetylcholine response. AID 624037. activation, % at 3 µM;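 active means activation above the run's mean over test compounds plus 3 SD, cut at about 23% in these data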;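 further: signal is peak over basal fluorescence ratio across the kinetic read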
M1 antag: blocks human M1 muscarinic receptor; P11229; CHO-K1 hM1, Fluo-8 calcium fluorescence, ACh EC80 antagonist; inhibition, % at 3 µM; 1.3% of 360,000 active;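 active means percent inhibition above its own plate's cutoff, namely the mean of that plate's compound wells plus 3 SD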;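 further: peak over basal fluorescence ratio during 140 s after agonist addition; 0% = ACh EC80 plus DMSO and 100% = DMSO alone without agonist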
Target sequence (P11229 whole entry, looked up): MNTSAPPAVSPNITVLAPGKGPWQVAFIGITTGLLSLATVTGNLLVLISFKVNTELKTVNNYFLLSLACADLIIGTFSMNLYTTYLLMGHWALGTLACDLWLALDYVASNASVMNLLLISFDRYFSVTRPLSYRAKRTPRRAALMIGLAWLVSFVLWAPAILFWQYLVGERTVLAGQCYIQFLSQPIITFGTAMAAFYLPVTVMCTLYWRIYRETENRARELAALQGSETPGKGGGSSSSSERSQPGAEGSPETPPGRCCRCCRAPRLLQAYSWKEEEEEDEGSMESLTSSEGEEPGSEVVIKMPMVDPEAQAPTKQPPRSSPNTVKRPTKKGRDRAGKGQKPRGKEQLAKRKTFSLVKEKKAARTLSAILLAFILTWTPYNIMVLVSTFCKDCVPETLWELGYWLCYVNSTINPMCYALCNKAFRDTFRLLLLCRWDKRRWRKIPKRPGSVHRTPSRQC
CRFR2-BP ag: agonists of human CRF-binding protein/CRF-R2 receptor complex; HEK293 CRF-R2/CRF-BP, calcium dye fluorescence (FLIPR); percent of saturating CRF peptide response; activation, % at 13.2 µM; 0.46% of 350,000 active; AID 588473;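 active means activation of at least 50%, plus an integration ratio under a set limit after plate pattern correction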;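 further: plate controls were neutral control wells without compound for no effect and CRF at EC100 for full effect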
CHRM5 antagonist: antagonists of human muscarinic M5 receptor (CHRM5). P08912. AID 624040. CHO-hM5 cells, Fluo-8 calcium fluorescence, ACh EC80. inhibition, % at 3 µM. 0.59% of 360,000 active;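 active means inhibition above a per-plate cutoff, the mean of that plate's test compounds plus 3 SD, cut at about 27% in these data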;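 further: 0% = acetylcholine EC80 with DMSO and 100% = DMSO without agonist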
M4 ag: agonists of human muscarinic M4 receptor (CHRM4); CHO-K1 hM4/Gqi5, Fluo-8 calcium fluorescence; vehicle 0%, full acetylcholine response 100%; P08173; 0.14% of 360,000 active; activation, % at 3 µM;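 active means activation above the run mean over all test wells plus 3 SD, cut at about 32% in these data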;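 further: peak over basal fluorescence ratio per well then scaled between controls; 0% = DMSO wells and 100% = acetylcholine at EC100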
Target sequence (P08173 whole entry, looked up): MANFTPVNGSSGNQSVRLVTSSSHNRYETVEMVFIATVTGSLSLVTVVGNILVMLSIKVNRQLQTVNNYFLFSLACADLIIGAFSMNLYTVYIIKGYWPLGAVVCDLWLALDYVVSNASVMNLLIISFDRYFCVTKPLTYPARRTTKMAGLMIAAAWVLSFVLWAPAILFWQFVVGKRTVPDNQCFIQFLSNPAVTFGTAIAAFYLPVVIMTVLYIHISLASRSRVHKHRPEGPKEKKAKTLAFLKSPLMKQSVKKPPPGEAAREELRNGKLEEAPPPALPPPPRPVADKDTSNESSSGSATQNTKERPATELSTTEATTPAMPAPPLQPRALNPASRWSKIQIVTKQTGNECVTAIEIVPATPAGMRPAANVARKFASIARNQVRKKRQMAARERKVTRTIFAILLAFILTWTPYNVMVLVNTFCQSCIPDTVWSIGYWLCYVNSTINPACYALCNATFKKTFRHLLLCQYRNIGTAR
M4 PAM: positive allosteric modulators of human muscarinic M4 receptor. activation, % at 3 µM. 0.4% of 360,000 active. AID 624126. P08173. CHO-K1 hM4/Gqi5, Fluo-8 calcium fluorescence, ACh EC20; 0% = ACh EC20, 100% = maximal ACh;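 active means activation above its plate's cutoff, the mean activation of sample wells plus 3 SD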; further: some results filed as inactive read as strong as hits
CHRM4 antagonist: blocks acetylcholine activation of human M4 receptor; AID 624125; P08173; 0.73% of 360,000 active; CHO-hM4 cells, ACh EC80, Fluo-8 calcium fluorescence; inhibition, % at 3 µM;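 active means inhibition above its plate's cutoff, the mean inhibition of sample wells plus 3 SD, cut at about 27% in these data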;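 further: 0% = acetylcholine EC80 with DMSO and 100% = DMSO without agonist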
CHRM1 PAM: human CHRM1 positive allosteric modulation. P11229. CHO-K1 hM1, Fluo-8 calcium fluorescence, ACh EC20; 0% = ACh EC20, 100% = maximal ACh. activation, % at 3 µM. 0.088% of 360,000 active. AID 588819; in the data active means activation above about 19%, passing the limit was not always enough
M5 PAM: CHRM5 positive allosteric modulation | CHO-K1 hM5, Fluo-8 calcium, ACh EC20 PAM; 0% = ACh EC20, 100% = ACh EC100 | activation, % at 3 µM | P08912 | 0.3% of 360,000 active;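 active means activation above the run cutoff, the mean activation of all test compounds plus 3 SD, cut at about 18% in these data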
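Assay system: CHO-K1 hM5 cells / Incubation: Fluo-8 loading 80 min at 37 °C plus 30 min room temperature / Technique: Fluo-8 calcium dye fluorescence, kinetic read / Repeats: single replicate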
Numbers without * were called inactive.

Results for O=C(Cc1ccc(Cl)cc1)N/N=C/c1cccc(O)c1 ?
CHRM5 agonist: 6.0; M1 antag: 9.6; CRFR2-BP ag: -0.8; CHRM5 antagonist: -5.5; M4 ag: 10.7; M4 PAM: -1.0; CHRM4 antagonist: -4.4; CHRM1 PAM: -8.6; M5 PAM: -4.8

How did COc1ccc(N2CCOCC2)c(NC(=O)c2cccnc2)c1 do in these assays?
CHRM5 agonist: -3.6; M1 antag: -14.9; CRFR2-BP ag: 0.6; CHRM5 antagonist: 3.6; M4 ag: 1.6; M4 PAM: 5.0; CHRM4 antagonist: -2.6; CHRM1 PAM: 11.7; M5 PAM: 2.7

What do the screens show for `CCOc1ccccc1C(=O)OCC(=O)NCCNC(=O)COC(=O)c1ccccc1OCC`?
CHRM5 agonist: 2.2; M1 antag: 3.5; CRFR2-BP ag: -0.4; CHRM5 antagonist: 21.1; M4 ag: 1.5; M4 PAM: -3.1; CHRM4 antagonist: 5.2; CHRM1 PAM: 20.4; M5 PAM: 37.7*

Results for O=C(COC(=O)Cn1cnc2ccccc2c1=O)NCc1ccccc1 ?
CHRM5 agonist: 1.4; M1 antag: -5.0; CRFR2-BP ag: -1.1; CHRM5 antagonist: 4.1; M4 ag: 0.3; M4 PAM: -1.0; CHRM4 antagonist: 5.9; CHRM1 PAM: 3.3; M5 PAM: 3.4

Results for c1cncc(-c2nc3cc4ccccc4cc3[nH]2)c1 ?
CHRM5 agonist: -0.3; M1 antag: 4.8; CRFR2-BP ag: 0.8; CHRM5 antagonist: 8.7; M4 ag: 2.1; M4 PAM: 1.5; CHRM4 antagonist: 7.1; CHRM1 PAM: -5.2; M5 PAM: -7.5

What do the screens show for `Cc1cccc(NC(=O)c2c(C)nc3ccccn23)c1`?
CHRM5 agonist: -0.9; M1 antag: -7.0; CRFR2-BP ag: -1.8; CHRM5 antagonist: 1.6; M4 ag: 4.0; M4 PAM: 8.5; CHRM4 antagonist: -11.8; CHRM1 PAM: 3.9; M5 PAM: -4.9

How did O=C(CSc1nnnn1Cc1ccccc1)Nc1ccccc1 do in these assays?
CHRM5 agonist: -2.2; M1 antag: -6.8; CRFR2-BP ag: -4.8; CHRM5 antagonist: 7.4; M4 ag: 1.2; M4 PAM: 0.0; CHRM4 antagonist: -11.1; CHRM1 PAM: 4.6; M5 PAM: 6.8

Results for c1ccc(-n2nnnc2SCc2ccccn2)cc1 ?
CHRM5 agonist: -3.2; M1 antag: -6.5; CRFR2-BP ag: 3.9; CHRM5 antagonist: -3.8; M4 ag: -0.3; M4 PAM: 10.6; CHRM4 antagonist: -5.5; CHRM1 PAM: 4.3; M5 PAM: 0.8

What do the screens show for `CCOc1ccc(N2CC(C(=O)Nc3ccccc3N3CCCC3)CC2=O)cc1` (stereo not drawn)?
CHRM5 agonist: -5.2; M1 antag: -12.5; CRFR2-BP ag: -4.7; CHRM5 antagonist: -3.5; M4 ag: 4.4; M4 PAM: 0.9; CHRM4 antagonist: 4.6; CHRM1 PAM: 8.0; M5 PAM: 6.4

What do the screens show for `O=C(NC1CCN(Cc2ccccc2)C1)c1cc(COc2ccc(F)cc2F)on1` (stereo not drawn)?
CHRM5 agonist: -2.1; M1 antag: -5.0; CRFR2-BP ag: -0.3; CHRM5 antagonist: 5.2; M4 ag: 1.5; M4 PAM: -3.8; CHRM4 antagonist: 1.6; CHRM1 PAM: -1.0; M5 PAM: -7.1

What do the screens show for `Cc1ccc(N(CC(=O)NCc2ccc(F)cc2)C(=O)c2csnn2)cc1C`?
CHRM5 agonist: -0.8; M1 antag: -12.2; CRFR2-BP ag: 0.7; CHRM5 antagonist: 9.5; M4 ag: 1.1; M4 PAM: 0.5; CHRM4 antagonist: -0.1; CHRM1 PAM: 6.5; M5 PAM: -1.3

Results for COc1ccc(CCNC(=S)Nc2ccccc2C)cc1 ?
CHRM5 agonist: -2.3; M1 antag: -2.9; CRFR2-BP ag: -1.7; CHRM5 antagonist: 0.2; M4 ag: 0.7; M4 PAM: -2.9; CHRM4 antagonist: -5.3; CHRM1 PAM: -6.1; M5 PAM: -3.8

How did Cc1cccn2c(=O)c(/C=C3\SC(=S)N(CC(C)C)C3=O)c(NCCCOC(C)C)nc12 do in these assays?
CHRM5 agonist: 1.6; M1 antag: 3.6; CRFR2-BP ag: 83.0*; CHRM5 antagonist: 3.8; M4 ag: 1.7; M4 PAM: 10.3; CHRM4 antagonist: 4.5; CHRM1 PAM: -0.5; M5 PAM: 3.0

How did COc1ccc(NC(=O)N(C)C[C@H]2Oc3c(NC(=O)Nc4c(C)noc4C)cccc3C(=O)N([C@H](C)CO)C[C@@H]2C)cc1 do in these assays?
CHRM5 agonist: 0.2; M1 antag: -20.6; CRFR2-BP ag: 0.8; CHRM5 antagonist: 5.8; M4 ag: 0.5; M4 PAM: 7.1; CHRM4 antagonist: -3.9; CHRM1 PAM: 16.2; M5 PAM: -4.7

Results for Cc1ccc(C(=O)N/C(=C\c2ccccc2F)c2nc(=S)[nH][nH]2)cc1 ?
CHRM5 agonist: 0.1; M1 antag: -6.2; CRFR2-BP ag: 2.4; CHRM5 antagonist: 7.0; M4 ag: -0.5; M4 PAM: 5.6; CHRM4 antagonist: 2.8; CHRM1 PAM: 7.9; M5 PAM: -2.0

How did COc1cccc(OC)c1C(=O)OCc1c(-c2ccccc2)ncc2ccccc12 do in these assays?
CHRM5 agonist: -4.3; M1 antag: -3.4; CRFR2-BP ag: 3.8; CHRM5 antagonist: 2.0; M4 ag: 0.8; M4 PAM: 1.2; CHRM4 antagonist: -8.1; CHRM1 PAM: 10.4; M5 PAM: 0.2

What do the screens show for `C[C@H](NC(=O)C1CC(=O)N(c2ccc(F)cc2)C1)C(=O)N1CCCCC1` (stereo partly drawn)?
CHRM5 agonist: -3.3; M1 antag: -0.9; CRFR2-BP ag: 7.6; CHRM5 antagonist: -2.3; M4 ag: 0.2; M4 PAM: 5.4; CHRM4 antagonist: -5.5; CHRM1 PAM: 9.4; M5 PAM: 4.0

Results for O=C(Cc1ccccc1F)Nc1cc(S(=O)(=O)N2CCCC2)ccc1Cl ?
CHRM5 agonist: -0.1; M1 antag: 8.5; CRFR2-BP ag: 5.5; CHRM5 antagonist: -1.1; M4 ag: 0.4; M4 PAM: -1.5; CHRM4 antagonist: -3.3; CHRM1 PAM: 5.8; M5 PAM: -3.1

What do the screens show for `CC(Sc1nnc(-c2ccc(Cl)cc2Cl)n1Cc1ccccc1)C(=O)Nc1nccs1` (stereo not drawn)?
CHRM5 agonist: -6.0; M1 antag: -14.4; CRFR2-BP ag: -0.6; CHRM5 antagonist: 12.9; M4 ag: 4.8; M4 PAM: -6.1; CHRM4 antagonist: -4.2; CHRM1 PAM: 1.9; M5 PAM: -1.5

How did Cc1cc(SCc2ccc(Cl)cc2)nc(=O)[nH]1 do in these assays?
CHRM5 agonist: -3.6; M1 antag: 2.2; CRFR2-BP ag: -0.7; CHRM5 antagonist: 16.2; M4 ag: 1.6; M4 PAM: -2.0; CHRM4 antagonist: 7.7; CHRM1 PAM: -1.0; M5 PAM: -6.2

Results for CC1(C)CC(=O)C2(CC3=C(CC(C)(C)CC3=O)O2)C(=O)C1 ?
CHRM5 agonist: -0.7; M1 antag: 4.8; CRFR2-BP ag: -1.4; CHRM5 antagonist: -2.7; M4 ag: 0.9; M4 PAM: 7.9; CHRM4 antagonist: 7.1; CHRM1 PAM: 2.6; M5 PAM: 5.1

How did CCN(CC)S(=O)(=O)c1ccc(N2CCOCC2)c(NS(=O)(=O)c2ccc(C)c(C)c2)c1 do in these assays?
CHRM5 agonist: -4.3; M1 antag: 5.3; CRFR2-BP ag: -6.5; CHRM5 antagonist: -1.6; M4 ag: 3.1; M4 PAM: 2.4; CHRM4 antagonist: 0.5; CHRM1 PAM: 0.7; M5 PAM: 0.2

Results for COc1cc(/C=C/C(=O)OCC(=O)N2CCc3ccccc32)cc(OC)c1OC ?
CHRM5 agonist: -1.6; M1 antag: -12.0; CRFR2-BP ag: 0.9; CHRM5 antagonist: -2.4; M4 ag: 3.0; M4 PAM: 7.5; CHRM4 antagonist: -23.0; CHRM1 PAM: 2.7; M5 PAM: 1.4

What do the screens show for `COCCN1Cc2cccc(C(=O)Nc3ccc(S(=O)(=O)N4CCCCC4)cc3)c2C1=O`?
CHRM5 agonist: 1.5; M1 antag: -6.7; CRFR2-BP ag: 2.4; CHRM5 antagonist: -1.5; M4 ag: 0.6; M4 PAM: 4.8; CHRM4 antagonist: -15.9; CHRM1 PAM: 6.2; M5 PAM: 24.8*

What do the screens show for `CCOC1CCCC(n2cnc3c(=S)nc[nH]c32)O1` (stereo not drawn)?
CHRM5 agonist: 0.5; M1 antag: 8.2; CRFR2-BP ag: -0.5; CHRM5 antagonist: 15.8; M4 ag: 0.3; M4 PAM: -3.0; CHRM4 antagonist: 13.0; CHRM1 PAM: -4.1; M5 PAM: 1.0

How did N#C/C(=N\Nc1ccccc1[N+](=O)[O-])C(=N)N1CCCCC1 do in these assays?
CHRM5 agonist: 1.8; M1 antag: -1.0; CRFR2-BP ag: -2.3; CHRM5 antagonist: 13.4; M4 ag: 5.3; M4 PAM: 1.8; CHRM4 antagonist: -2.5; CHRM1 PAM: 3.3; M5 PAM: -9.1

What do the screens show for `O=C(CN1c2ccccc2S(=O)(=O)c2ccccc21)NCc1ccccc1`?
CHRM5 agonist: -1.5; M1 antag: 2.0; CRFR2-BP ag: -0.8; CHRM5 antagonist: -6.6; M4 ag: 2.7; M4 PAM: -0.7; CHRM4 antagonist: 3.6; CHRM1 PAM: 5.0; M5 PAM: -0.8

How did CC1(C)CC(NC(=O)C(=O)NCCc2ccc(Cl)cc2)CC(C)(C)N1 do in these assays?
CHRM5 agonist: -1.0; M1 antag: -3.6; CRFR2-BP ag: 5.6; CHRM5 antagonist: -0.1; M4 ag: 0.1; M4 PAM: -0.3; CHRM4 antagonist: 1.9; CHRM1 PAM: 7.0; M5 PAM: 6.4

How did O=C(NCC(c1cccnc1)N1CCOCC1)c1ccco1 (stereo not drawn) do in these assays?
CHRM5 agonist: -8.6; M1 antag: -16.8; CRFR2-BP ag: 0.0; CHRM5 antagonist: -14.3; M4 ag: 0.8; M4 PAM: 5.0; CHRM4 antagonist: -14.4; CHRM1 PAM: 8.6; M5 PAM: 3.0

What do the screens show for `Cc1ccccc1OCC(=O)NNC(=O)C1CCCCC1C(=O)O` (stereo not drawn)?
CHRM5 agonist: -3.6; M1 antag: -2.1; CRFR2-BP ag: -2.3; CHRM5 antagonist: 4.0; M4 ag: 0.1; M4 PAM: 7.8; CHRM4 antagonist: -4.6; CHRM1 PAM: 9.6; M5 PAM: 2.6

Results for CS(=O)(=O)c1ccccc1C(=O)Nc1cc(Cl)ccc1-n1cncn1 ?
CHRM5 agonist: 1.3; M1 antag: 3.8; CRFR2-BP ag: 0.6; CHRM5 antagonist: 3.9; M4 ag: 1.4; M4 PAM: 7.6; CHRM4 antagonist: -4.5; CHRM1 PAM: 8.2; M5 PAM: -4.2

This is a random part of the collection, and some 2.8% of all compounds hit somewhere here.
